Pol beta inh = blocks human DNA polymerase beta activity; P06746; Pol beta primer extension/strand displacement, fluorescence kinetic; Potency, µM (series often up to 114 µM), for the others: top-dose activity change, negative = inhibition, actives largely listed as inhibitors; 340,000 compounds, 1.3% hits; AID 485314; note: % is set by controls: 0 for no effect and ±100 for the full control effect
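Values derive from four-parameter Hill fits of normalized kinetic data: reads at 0 and 10 min following addition of 50 nM substrate to 10 nM Pol beta preincubated 15 min with compound.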
G9a inh = inhibitors of human histone lysine methyltransferase G9a; Q96KQ7; G9a H3K9 monomethylation, AlphaScreen, 2 h; 350,000 compounds, 8.8% hits; Potency, µM (titrated, usually from 102 µM), for the others: at the highest dose activity, negative = inhibition, most hits filed as inhibitors; AID 504332; note: % is set by controls: 0 for no effect and ±100 for the full control effect; nearly all actives have a fitted effect of over 75% in size
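G9a (20 nM) preincubated 15 min RT with compounds, then 500 nM biotinylated H3K9 peptide and 20 uM SAM added; 2 h RT reaction. Monomethyl-H3K9 product detected by AlphaScreen with anti-H3K9me1 antibody, streptavidin donor and anti-rabbit IgG acceptor beads.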
BLM helicase inh = Bloom syndrome helicase (human) inhibition; recombinant BLM DNA unwinding, fluorescence dequenching; P54132; AID 2528; Potency, µM (titrated, usually from 56.1 µM), for the others: at the top dose activity change, negative = inhibition, most hits filed as inhibitors; 350,000 compounds, 0.2% hits;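 note: plate controls were vehicle for no effect and no enzyme for full effect; nearly all actives have a fitted effect of over 35% in size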
POLK inh = blocks human DNA polymerase kappa activity | purified Pol kappa, fluorescent DNA synthesis assay, 10 min | Potency, µM (top dose mostly 107 µM), for inactives: top-dose activity, negative = inhibition, hits mostly inhibitors | 400,000 compounds, 0.53% hits | AID 588579; note: % is set by controls: 0 for no effect and ±100 for the full control effect
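10 nM Pol kappa preincubated 15 min at room temperature with compounds, then reaction started with substrate at 50 nM final. Fluorescence read kinetically at 0 and 10 min; buffer-only wells served as negative control.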
POLH inh = DNA polymerase eta (human) inhibition; AID 588591; 390,000 compounds, 1.2% hits; Potency, µM (highest dose often 114 µM), for inactives: top-dose activity change, negative = inhibition, hits mostly inhibitors; recombinant Pol eta, fluorescent DNA replication assay; note: % is set by controls: 0 for no effect and ±100 for the full control effect
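Pol eta (10 nM) was preincubated with compounds for 15 min at room temperature, after which fluorescent replication substrate (50 nM final) was added to start the reaction. Fluorescence was read kinetically at 0 and 10 min.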
Pol iota inh = inhibitors of human DNA polymerase iota. Q9UNA4. Pol iota fluorescent replication assay, 10 min. Potency, µM (titrated, usually from 115 µM), inactives show at the highest dose activity, negative = inhibition, hits mostly inhibitors. 390,000 compounds, 1% hits. AID 588590
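Fluorescent replication assay read twice, at 0 min and 10 min after adding 50 nM (final) substrate. Enzyme (10 nM) and compounds were first incubated 15 min at room temperature; enzyme-free buffer wells were negative controls.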
APEX1 inh = inhibitors of human APE1 endonuclease | P27695 | recombinant APE1, TAMRA/BHQ-2 abasic DNA cleavage fluorescence | Potency, µM (series often up to 65.8 µM), for inactives: top-dose activity change, negative = inhibition, usual class: inhibitors | 350,000 compounds, 0.35% hits | AID 2517;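 note: plate controls were vehicle for no effect and reference inhibitor for full effect; nearly all actives have a fitted effect of over 55% in size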
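APE1 at 0.75 nM preincubated 15 min at room temperature with compound. Reaction then started with 50 nM double-stranded THF-abasic substrate labelled with TAMRA/BHQ-2, and 525/598 nm fluorescence read kinetically. Activity taken as third-minus-first read difference, normalized to DMSO and NSC13755 controls.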
JMJD2A Tudor inh = blocks the human JMJD2A Tudor domain | O75164 | AlphaScreen JMJD2A-Tudor / H3K4me3 peptide binding | Potency, µM (series often up to 114 µM), for inactives: at the top dose activity change, negative = inhibition, most hits filed as inhibitors | 390,000 compounds, 4.4% hits | AID 504339; note: % is set by controls: 0 for no effect and ±100 for the full control effect; nearly all actives have a fitted effect of over 50% in size
Target sequence (O75164 whole entry, looked up, the tested form may be a part): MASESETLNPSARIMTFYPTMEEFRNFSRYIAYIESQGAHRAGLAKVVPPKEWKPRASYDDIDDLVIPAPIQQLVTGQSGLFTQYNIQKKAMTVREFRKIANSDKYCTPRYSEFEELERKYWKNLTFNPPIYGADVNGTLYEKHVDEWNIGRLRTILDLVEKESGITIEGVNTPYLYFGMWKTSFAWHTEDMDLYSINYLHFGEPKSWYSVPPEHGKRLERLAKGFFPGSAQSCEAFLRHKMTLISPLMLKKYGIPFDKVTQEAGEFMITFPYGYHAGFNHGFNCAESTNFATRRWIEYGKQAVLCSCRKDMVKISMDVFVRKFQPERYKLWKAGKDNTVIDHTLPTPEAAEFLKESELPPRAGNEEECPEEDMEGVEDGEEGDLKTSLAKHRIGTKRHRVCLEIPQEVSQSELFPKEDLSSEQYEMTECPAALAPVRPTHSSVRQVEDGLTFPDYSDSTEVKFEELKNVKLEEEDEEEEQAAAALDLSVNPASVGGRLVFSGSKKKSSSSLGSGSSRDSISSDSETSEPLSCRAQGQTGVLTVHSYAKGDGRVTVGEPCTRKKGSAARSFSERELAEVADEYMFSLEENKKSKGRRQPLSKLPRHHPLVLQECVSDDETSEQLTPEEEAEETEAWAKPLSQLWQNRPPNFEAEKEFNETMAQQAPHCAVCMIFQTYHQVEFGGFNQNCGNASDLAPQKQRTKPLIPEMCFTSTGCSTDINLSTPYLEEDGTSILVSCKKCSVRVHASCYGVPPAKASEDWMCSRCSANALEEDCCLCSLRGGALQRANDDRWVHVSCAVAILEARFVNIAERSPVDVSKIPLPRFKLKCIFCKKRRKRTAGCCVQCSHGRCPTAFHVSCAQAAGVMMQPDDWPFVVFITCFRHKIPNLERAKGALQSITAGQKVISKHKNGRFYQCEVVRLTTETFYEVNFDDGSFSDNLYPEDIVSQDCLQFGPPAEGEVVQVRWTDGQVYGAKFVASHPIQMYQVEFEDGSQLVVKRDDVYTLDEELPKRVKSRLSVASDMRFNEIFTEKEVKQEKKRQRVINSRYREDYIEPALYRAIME
BAZ2B block = BAZ2B (human) inhibition; Q9UIF8; AlphaScreen BAZ2B-H3K14Ac peptide displacement; Potency, µM (titrated, usually from 114 µM), for the others: at the top dose activity change, negative = inhibition, usual class: inhibitors; 360,000 compounds, 4.4% hits; AID 504333; note: % is set by controls: 0 for no effect and ±100 for the full control effect; nearly all actives have a fitted effect of over 60% in size
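In this displacement format the biotinylated H3(5-23) peptide acetylated at Lys14 serves as ligand at 50 nM, with BAZ2B at 50 nM in PBS pH 7.4 containing 0.01% Tween-20. Donor and acceptor beads are 10 ug/mL final.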
An asterisk follows results filed as active; ? = inconclusive; . = not tested or not shown; [ ] = remark or other dose. Calls come from the whole dose curve; as a rule, active = well fitted curve in the direction sought with a large enough effect; inconclusive = small, poorly fitted or top-dose-only effect, or another doubt; inactive = no such curve, though single readings can be large; an effect the other way counts as inactive or inconclusive. Potency is the fitted concentration of half-maximal effect. These rows are one share of the data; rates above refer to the full screens.

Compound	Pol beta inh	G9a inh	BLM helicase inh	POLK inh	POLH inh	Pol iota inh	APEX1 inh	JMJD2A Tudor inh	BAZ2B block
Cc1ccccc1NC(=S)NC(C)C(c1ccccc1)N1CCN(C)CC1 (stereo not given)	14%	-6%	2%	4%	-19%	168%[activator]	1%	-15%	2%
CC1(NC(=O)COc2ccccc2-c2ccccc2)CCS(=O)(=O)C1 (stereo not given)	-3%	-40%	-2%	-12%	-1%	12%	1%	-6%	4%
O=C(NCc1cccc(C(F)(F)F)c1)N1CCN(C(=O)c2ccccc2)CC1	.	.	.	-15%	-21%	11%	42%	5%	.
Cc1cc(/C=N/NC(N)=O)c(C)n1C1CCCCC1	17%	50µM*	-5%	-5%	-16%	-6%	4%	-26%	50µM*
CCC1CCCCN1S(=O)(=O)c1ccc2c(c1)CCN2C(C)=O (stereo not given)	0%	-11%	-1%	4%	-9%	33%[activator]	25%	-3%	-11%[57.1 µM]
CC1CCc2c(sc(NC(=O)Cn3nc(C(=O)O)c4ccccc4c3=O)c2C#N)C1 (stereo not given)	24%	.	-4%	1%	-20%	2%	11%	-12%	-17%
CC(C)(CO)NC(=O)CC1C(=O)NCCN1Cc1ccc(-c2ccccc2)cc1 (stereo not given)	42%	-12%[12.7 µM]	0%	0%	-4%	-18%	-3%	-16%	?
C=CCOC(=O)C1CC=CCC1C(=O)Oc1ccc(F)cc1F (stereo not given)	?	52%	-7%	-5%	1%	-11%[58.9 µM]	3%	75%[activator]	63%[activator]
CC(C)(C)NC(=O)C1Cc2ccccc2CN1S(=O)(=O)c1ccc(F)cc1 (stereo not given)	15%	-3%	-6%	-8%	-21%	50%[activator]	10%	4%	-7%
CCN(CC)S(=O)(=O)c1ccc(NC(=O)c2ccccn2)cc1	-1%	30%[2.33 µM]	-2%	-5%	10%	-28%[58.9 µM]	-1%	-35%	-3%
CCC(=O)c1ccc(OCC(=O)NC2CCCC2)cc1	.	32%[2.33 µM]	.	-1%	-21%	12%	19%	-1%	30%
CC(C)CNc1nc(N)c([N+](=O)[O-])c(NCC2CCCO2)n1 (stereo not given)	4%	15%	-3%	5%	-14%	8%	-2%	-13%	-4%
CC1CN(C(=O)c2cnn3c(C(F)F)cc(-c4ccccc4)nc23)CC(C)O1 (stereo not given)	3%	7%[12.7 µM]	-3%	-12%	9%	8%	2%	-2%	1%
CCN(CC)C(=O)COc1ccc(C=O)cc1OC	38%	6%[59 µM]	2%	-17%	-1%	108%[activator]	0%	-10%	-5%
CCOc1ccc(N(CC(=O)NC2CCCC2)C(=O)CCCC(=O)Nc2ccccn2)cc1	-15%	-9%[59 µM]	-2%	-8%	-6%	-9%	-1%	15%	-20%
CCOC(=O)N1CCN(C(=O)CCC(=O)c2ccc(OCC)cc2)CC1	34%	-6%	-1%	-1%	-11%	38%[activator]	9%	-1%	-16%
O=C(Nc1ccc2c(c1)nc1n2CCOC1)C1CCCCC1	26%	-21%	1%	-9%	2%	17%	-6%	4%	-2%
COc1ccc(-n2c(C)cc(C(=O)CN3CCCCC3)c2C)cc1	-12%	-45%	1%	1%	-11%	-9%	-5%	-17%	-34%
CC(=O)N1c2ccc(S(=O)(=O)N3CCC(C(=O)NCc4ccccc4)CC3)cc2CC1C (stereo not given)	8%	-11%	-2%	-1%	-13%	68%[activator]	19%	3%	-2%
Cn1cc(S(=O)(=O)N2CCOCC2)cc1C(=O)Nc1cccc(Cl)c1	-13%	-30%	-1%	-17%	-19%	-13%	-8%	-18%	?
CCCC(=O)Nc1ccc2c(c1)nc(CCN1CCCCC1)n2C	1%	5%	1%	3%	-15%	46%[activator]	0%	-14%	9%
CCOC(=O)C1CCN(C(=O)CCS(=O)(=O)c2ccc3c(c2)n(C)c(=O)c(=O)n3C)CC1	-6%	29%	0%	-10%	-18%	-6%	-5%	-6%	-7%
CCOC(=O)N1CCC(=C(C#N)C(=O)Nc2cc(OC)ccc2OC)CC1	?	65%[activator][12.7 µM]	-1%	-12%	-13%	7%	0%	-12%	0%
COc1ccc(C(=O)Nc2nc3nccc(-c4ccccc4)n3n2)cc1	-3%	21%[59 µM]	-6%	-6%	-2%	-3%	0%	-28%	4%
CCC(=O)c1cc2c(cc1NC(=O)c1ccccc1)OCCO2	0%	17%[59 µM]	-3%	-3%	-2%	30%[activator]	1%	-12%	-1%
COc1ccc(/C=C/c2nc3ccccc3c(=O)n2-c2cccc(C(F)(F)F)c2)cc1	5%	-1%[59 µM]	1%	-12%[60.1 µM]	-11%	8%	.	-16%	2%
Cc1cccc(N(CC(=O)NCc2ccccc2)S(C)(=O)=O)c1C	-3%	-29%[59 µM]	-3%	-7%	0%	-20%	.	-12%	2%
COc1ccc(/C=C/C(=O)NCCn2c(C)cc3ccccc32)cc1OC	22%	-23%	-4%	-10%	-19%	-29%	11%	-35%	?
CC(=O)c1cccc(NC(=O)CSc2ncc(C(=O)Nc3ccccc3)c(=O)n2C)c1	.	-1%	.	-3%	-5%	33%[activator]	-11%	-4%	10%
CN1CCN(S(=O)(=O)c2cnccc2N2CCN(c3cccc(Cl)c3)CC2)CC1	1%	-7%	3%	0%	-22%	4%	-1%	-23%	?
CCOc1cc(-c2noc(CCCC(=O)NC3CCCCC3)n2)ccc1OC	0%	29%	-1%	-5%	-5%	-8%	6%	-6%	-18%
OCC(O)C(O)C(O)c1cnn(-c2ccccc2)n1 (stereo not given)	.	.	.	-1%	-14%	37%[activator]	.	-3%	.
COc1ccc(C(=O)N2CC(=O)Nc3ccccc32)cc1S(=O)(=O)N1CCOCC1	8%	8%	-2%	10%	-12%	40%	1%	-2%	-8%
CC1CN(c2nc3c(c(=O)n(C)c(=O)n3C)n2Cc2c(Cl)cccc2Cl)CC(C)O1 (stereo not given)	.	.	.	4%	-12%	40%[activator]	.	-7%	.
Cc1ccsc1/C=N/n1cnc2sc(C)c(C)c2c1=O	19%	12%[59 µM]	1%	-14%	2%	4%	2%	-11%	6%
Cc1ccc(S(=O)(=O)Nc2c(C)n(C)n(-c3ccccc3)c2=O)cc1C(=O)OC(C)C(=O)N(C)c1ccccc1 (stereo not given)	-1%	7%	-1%	-11%	-9%	5%	-4%	-21%	.
Cc1ccc(N(CC(=O)NC(C)(C)C)C(=O)CS(=O)CC(=O)Nc2ccc3c(c2)OCO3)cc1 (stereo not given)	6%	-27%[0.501 µM]	-4%	?	-10%	22%	9%	-21%	-5%
O=S(=O)(NCCc1ccccn1)c1ccc(-c2ccccn2)s1	34%	.	-3%	-19%	1%	19%	14%	-20%	3%
COc1ccc(CCNC(=O)C(=O)NCC2OCCN2S(=O)(=O)c2cc(F)ccc2F)cc1OC (stereo not given)	-11%	14%	-1%	-12%	-3%	?	49%[activator]	-14%	-1%
Cc1cnc(C(=O)OCC(=O)NCCCc2ccccc2)cn1	-1%	-4%	-1%	-3%	-4%	1%	10%	-14%	-1%
O=C1CCC(C(=O)OCC(=O)Nc2cc(Cl)ccc2F)=NN1	.	.	.	-8%	-11%	78%[activator]	35%	-10%	.
COc1ccc(-n2nc3c(c2NC(=O)c2ccco2)CS(=O)(=O)C3)cc1	-6%	?	0%	7%	-4%	43%[activator]	38%	-4%	-15%[57.1 µM]
O=S(=O)(c1cccc(COc2ccc(Cl)cc2Cl)c1)N1CCOCC1	24%	.	-10%	-5%	-12%	-6%	-4%	18%	-7%
O=C(Nc1nccs1)C1CCCN1S(=O)(=O)c1ccc(Cl)cc1 (stereo not given)	2%	-46%[59 µM]	-4%	-1%	-3%	25%	-4%	-13%	.
CC(C)CCN1CCN(Cc2nc(-c3ccccc3)cs2)CC1CCO (stereo not given)	-26%	5%	-4%	1%	-14%	17%	7%	3%	-17%
Cc1nccc2[nH]c(=O)c(C(=O)NCCCN(C)C3CCCCC3)cc12	-20%	-3%[12.7 µM]	2%	.	.	.	3%	.	3%
Cc1cc(S(=O)(=O)N2CCOCC2)ccc1OCC(=O)N1CCOCC1	1%	-27%	3%	-12%	-11%	71%[activator]	25%	-7%	-1%
CCCCN(C)CCNC(=O)Cn1ncc2c([nH]c3ccccc32)c1=O	4%	15%[59 µM]	12%	3%	-14%	18%	.	2%	17%
C/C(=N\NC(=O)Cc1ccc(Br)cc1)c1cccnc1	25%	-1%	-7%	-17%	-15%	35%[activator]	7%	1%	-10%
Cc1ccc(C(CCN)c2ccco2)cc1 (stereo not given)	2%	8%[12.7 µM]	-5%	-22%	4%	1%	-5%	-19%	1%
O=C(CCCc1c[nH]c2ccccc12)N[C@@H](Cc1c[nH]c2ccccc12)C(=O)O	-3%	?	-3%	-15%	7%	17%	4%	-21%	-13%
COc1ccccc1NC(=O)CSC1=Nc2ccccc2C2=NC(CC(=O)NCc3ccccc3)C(=O)N12 (stereo not given)	11%	7%[59 µM]	5%	-4%[60.1 µM]	-6%	?	.	-25%	-14%
Nc1c(C(=O)Nc2ccc(Br)cc2)sc2nc(-c3ccncc3)ccc12	-19%	-24%[59 µM]	-4%	9%	-28%	?	.	-13%	-20%
COc1cccc2cc(C(=O)c3ccccc3)oc12	8%	?	-10%	-13%	-7%	-2%	6%	-1%	12%
CCS(=O)(=O)N1CCC(C(=O)N2CCN(c3ccccc3)CC2)CC1	0%	-24%[12.7 µM]	1%	-1%	-7%	?	0%	-4%	3%

Some of the entries above, reformatted:
O=C(CCCc1c[nH]c2ccccc12)N[C@@H](Cc1c[nH]c2ccccc12)C(=O)O
  Pol beta inh: -3%; G9a inh: ?; BLM helicase inh: -3%; POLK inh: -15%; POLH inh: 7%; Pol iota inh: 17%; APEX1 inh: 4%; JMJD2A Tudor inh: -21%; BAZ2B block: -13%
Nc1c(C(=O)Nc2ccc(Br)cc2)sc2nc(-c3ccncc3)ccc12
  Pol beta inh: -19%; G9a inh: -24%[59 µM]; BLM helicase inh: -4%; POLK inh: 9%; POLH inh: -28%; Pol iota inh: ?; APEX1 inh: .; JMJD2A Tudor inh: -13%; BAZ2B block: -20%
